# Compound activity deposited in PubChem by National Center for Advancing Translational Sciences (NCATS).
# AmpC no deterg = inhibitors of E. coli AmpC beta-lactamase without detergent. P00811. AmpC nitrocefin hydrolysis, absorbance 480 nm, 0.0001% Triton. Potency, µM (highest dose often 57.1 µM), inactives show at the highest dose activity change, negative = inhibition, actives largely listed as inhibitors. 330,000 compounds, 0.52% hits. AID 485341;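 also: potency is read from the fitted curve at half-maximal effect; plate controls were no compound for no effect and no enzyme for full effect; nearly all actives have a fitted effect of over 20% in size; some results filed as inactive show a strong effect at the top dose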
# Target sequence (P00811 whole entry, looked up): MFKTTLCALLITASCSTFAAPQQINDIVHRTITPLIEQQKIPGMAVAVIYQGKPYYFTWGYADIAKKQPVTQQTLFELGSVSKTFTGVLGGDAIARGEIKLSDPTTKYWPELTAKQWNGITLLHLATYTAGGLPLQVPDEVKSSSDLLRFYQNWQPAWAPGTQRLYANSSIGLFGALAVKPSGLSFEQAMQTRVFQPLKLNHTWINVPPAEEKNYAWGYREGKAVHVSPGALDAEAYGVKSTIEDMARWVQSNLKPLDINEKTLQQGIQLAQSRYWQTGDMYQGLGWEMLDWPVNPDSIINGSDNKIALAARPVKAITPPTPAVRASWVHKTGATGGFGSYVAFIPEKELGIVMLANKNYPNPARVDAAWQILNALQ
#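 AmpC (5.3 nM in the dispensed reagent) in 20 mM phosphate pH 7.0 with 0.01% (detergent screen) or 0.0001% Triton X-100 was preincubated with compounds for 15 min at room temperature. Nitrocefin was then added from an 800 uM solution, and hydrolysis was followed at 480 nm.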
# Shiga inhibitor = Shiga toxin inhibition | inhibition, % at 38.7 µM | 290,000 compounds, 9.2% hits | Vero cells, Shiga toxin protein synthesis inhibition reporter; in the data active = inhibition mostly above about 28%, no sharp cut-off; inactive = mostly below about 43%; also: 0% is about no effect
# AMA1 RON2 block = inhibitors of Plasmodium falciparum AMA1-RON2 interaction. AlphaScreen AMA1-biotinylated RON2 peptide binding. Potency, µM (highest dose often 58.2 µM), inactives show top-dose activity change, negative = inhibition, usual class: inhibitors. 360,000 compounds, 0.2% hits;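 also: potency is read from the fitted curve at half-maximal effect; 0% = vehicle wells and -100% = peptide control; nearly all actives have a fitted effect of over 45% in size; some results filed as inactive show a strong effect at the top dose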
#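 AMA1 (3D7) with his tag at 25 nM final met compounds first, then biotinylated RON2 peptide at 25 nM; detection used donor plus acceptor beads, 10 µg/mL apiece, read by AlphaScreen after 30 min at room temperature.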
# Giardia FBPA inh = blocks Giardia fructose-bisphosphate aldolase activity | Potency, µM (series often up to 59.6 µM), for inactives: at the top dose activity, negative = inhibition, hits mostly inhibitors | 290,000 compounds, 0.71% hits | purified Giardia FBPA | AID 2451; also: potency is read from the fitted curve at half-maximal effect; % is scaled to controls: 0 for no effect and ±100 for the full control effect; nearly all actives have a fitted effect of over 55% in size
# Target sequence (A8B2U2 whole entry, looked up): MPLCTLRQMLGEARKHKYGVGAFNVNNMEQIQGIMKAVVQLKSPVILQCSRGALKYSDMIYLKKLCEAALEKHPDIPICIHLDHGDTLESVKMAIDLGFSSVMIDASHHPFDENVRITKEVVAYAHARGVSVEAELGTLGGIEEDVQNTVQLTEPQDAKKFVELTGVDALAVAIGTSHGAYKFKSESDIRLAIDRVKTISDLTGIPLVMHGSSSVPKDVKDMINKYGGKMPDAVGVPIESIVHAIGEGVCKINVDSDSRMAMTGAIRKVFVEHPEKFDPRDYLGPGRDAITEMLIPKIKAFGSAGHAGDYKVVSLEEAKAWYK
#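 40 nM FBPA preincubated 10 min at RT with compound (up to 57.5 uM final), then substrate plus GAPDH/TPI/NAD/arsenate coupling and diaphorase/resazurin added. Fluorescence read after 20 min at RT, 525/598 nm.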
# HCMV antiviral = inhibitors of human cytomegalovirus; HFF cells, HCMV-luciferase reporter, 72 h; active compounds read low; activity change, negative = inhibition, % at 57.5 µM; 410,000 compounds, 4.5% hits; in the data active = activity change below about -60%; inconclusive = no clear call, values can overlap the other calls; inactive = above about -39%; also: % is scaled to controls: 0 for no effect and ±100 for the full control effect
#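 Compounds were evaluated in HFFs infected with an HCMV luciferase reporter virus (MOI 1 PFU/cell). Luciferase in lysates collected 72 h post infection served as the replication measure.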
# CHX counter = counter-screen for Shiga toxin inhibitors: cycloheximide protein synthesis inhibition | max response, % | cell reporter, cycloheximide protein synthesis inhibition counterscreen | 300,000 compounds, 12% hits; in the data active = max response mostly above about 13%, no sharp cut-off; inactive = mostly below about 14%; also: read at 38.3 µM for the half of the compounds with a filed dose; 0% is about no effect
# AmpC detergent = AmpC beta-lactamase inhibition with detergent present. P00811. AmpC hydrolysis of nitrocefin, absorbance 480 nm, 0.01% Triton. Potency, µM (top dose mostly 114 µM), without a hit: at the top dose activity change, negative = inhibition, hits mostly inhibitors. 370,000 compounds, 0.041% hits;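 also: potency is read from the fitted curve at half-maximal effect; 0% = no-compound wells and -100% = no-enzyme wells; nearly all actives have a fitted effect of over 25% in size; some results filed as inactive show a strong effect at the top dose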
#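 20 mM phosphate pH 7.0 + 0.01% (detergent screen) or 0.0001% Triton X-100; 5.3 nM AmpC reagent; cpd preinc 15 min RT; nitrocefin (800 uM stock) to start; A480 q20 s × 4 min; Activity was normalised to no-enzyme and no-compound control wells.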
# Numbers without * were called inactive; ? = inconclusive; · = no result given; & = joins results of further samples; [ ] = remark or other dose. Unless noted, calls follow the shape of the dose curve; as a rule, active = well fitted curve in the direction sought with a large enough effect; inconclusive = small, poorly fitted or top-dose-only effect, or another doubt; inactive = no such curve, though single readings can be large; an effect the other way counts as inactive or inconclusive.
# The line under a structure holds: Shiga inhibitor	AmpC no deterg	AMA1 RON2 block	AmpC detergent	HCMV antiviral	Giardia FBPA inh	CHX counter
NC(=O)Cc1nc(-c2ccc(F)cc2)cs1
    12	-4%	6%	-14%	0	1%	-2
COc1ccc(CCC(=O)N(c2nnc(-c3cccnc3)s2)C(C)C)cc1
    -6	55%	-7%	2%	-35	-15%	-3
OC(CNCc1ccccc1)COc1ccccc1 (stereo not given)
    ·	0%	6%	?	-2	·	·
CCOC(=O)C1(CCCc2ccccc2)CCN(C(=O)CCn2cncn2)CC1
    39*	156%[activator]	10%	-1%	?	-2%	8
CCc1ccccc1Oc1coc2cc(O)ccc2c1=O
    -12	-46%	0%	-4%	-2	-1%	-4
Cc1ccc(NC(=S)Nc2c(C)n(C)n(-c3ccccc3)c2=O)cc1
    -9	-9%	-11%[2.32 µM]	5%	23	-6%	-1
Cc1ccccc1C(=O)N1CCC(C(=O)Oc2ccc(C#N)cc2)CC1
    -13	-16%	0%	-4%	36	3%	-2
COCc1ccc([C@@H]2C[C@H]3CN(Cc4cccnc4)C(=O)[C@]34CCCN24)o1
    -7	63%[activator]	0%	13%	-37	-6%	2
COc1ccc(C(=O)N[C@H](C(=O)Nc2ccc(S(=O)(=O)N3CCOCC3)cc2)C(C)C)cc1
    3	29%	16%	2%	-8	0%	-3
CN(c1ccc(F)cc1)S(=O)(=O)c1ccc2[nH]cc(C(=O)O)c(=O)c2c1
    15	-23%	8%	1%	26	-1%	9
N#Cc1nc(COc2ccccc2F)oc1NCCCn1ccnc1
    -4	9%	-14%	-5%	-16	2%	13
Cc1[nH]c(=O)[nH]c(=O)c1CSc1nnc([C@H](CC(C)C)NC(=O)OC(C)(C)C)o1
    2	0%	4%	?	-3	18%	-3
CCC(=O)N1CCc2cc(S(=O)(=O)N3CCc4ccccc4C3)ccc21
    -16	-5%	-10%	?	?	4%	-2
Cc1cc(C(=O)OCC(=O)Nc2ccc(F)cc2F)c(C)n1C1CC1
    ·	-25%	2%	-1%	-14	·	·
CCc1ccc(C(=O)CSc2nnc(C3CC3)n2C2CC2)cc1
    ·	-2%	-5%[11.6 µM]	6%	-26	·	·
COC(=O)c1cnc(SCc2ccc(C)cc2)n1C
    44	0%	0%	1%	-22	-4%	32*
CCCC(=O)n1nc(-c2ccc(C)cc2)nc1NCc1ccco1
    76*	-20%	-16%	-3%	0	1%	32*
Cc1cccc(C(=O)n2c(=S)nc3cc(C)ccn32)c1
    126*	-18%	?	0%	-28	5%	46*
COc1ccccc1N1CCN(CC(O)COc2cccc3ccccc23)CC1 (stereo not given)
    -10&-4	115%&122%&58%[activator]	12%&-22%	?	17&-30	-8%&-2%&-2%	-1&-4
C=CCNCCOc1ccc(C)cc1[N+](=O)[O-]
    7	-12%	-18%	-3%	44	?	3
CCn1cc([N+](=O)[O-])c(C(=O)N2N=C(c3ccc(Cl)c(Cl)c3)CC2c2ccccc2O)n1 (stereo not given)
    -2	-9%	-8%	1%	-12	-6%	11
CCc1nc(SCC(=O)c2cc(C)ccc2C)n[nH]1
    27	-39%	32%[activator]	?	-23	?	8
O=C(CSc1nnc2scc(-c3ccccc3)n12)Nc1nsc(-c2ccccc2)n1
    -14	-33%	-16%	-1%	?	-10%	0
Cc1cc2sc3ccccc3c(=O)c2c(C)c1O
    85*	-44%	6%	4%	126	-9%	71*
COc1cc(NC(=O)CSc2nc(C3CC3)nc3ccccc23)cc(OC)c1
    -9	-2%	-3%	8%	-16	5%	-5
COc1ccc(CC(=O)N/N=C(\C)CC(=O)Nc2ccc3c(c2)OCCO3)cc1OC
    -2	24%	51%[activator]	-11%	-18	-6%	-3
CCN(CC(O)CON=C1c2ccccc2-c2ccccc21)S(=O)(=O)c1ccc(Cl)cc1 (stereo not given)
    -13	-17%	9%	?	-31	1%	0
COc1ccc(CNC(=O)C2CCN(S(=O)(=O)N3CCCC3)CC2)c(OC)c1
    -15	16%	3%	10%	?	6%	9
Cc1ncc(CO)c(/C=N/NC(=S)Nc2cccc(Cl)c2)c1O
    -5	?	22%	?	·	1%	2
O=C1CCC([N+](=O)[O-])C(c2cccc([N+](=O)[O-])c2)N1 (stereo not given)
    -12	-19%	2%	?	-26	8%	-2
CN(Cc1ccco1)C(=O)Cn1cc(S(=O)(=O)N2CCCC2)c(S(=O)(=O)N2CCCC2)c1
    -3	3%	-2%	2%	-13	0%	-1
CCc1cc2c(=O)n(CC(C)C)cnc2s1
    63*	-17%	-11%	-12%	4	4%	48*
CCN1C(=O)CC(n2c(C)nc3ccccc32)C1=O (stereo not given)
    -14	-7%	0%	-14%	12	0%	-3
C[C@@H]1CN([C@@H](C)CO)C(=O)c2cc(N(C)C)ccc2O[C@@H]1CN(C)S(C)(=O)=O
    ·	0%	3%	·	-16	·	·
COc1ccc(C(C[N+](=O)[O-])c2c(-c3ccccc3)cc3ccccn23)cc1 (stereo not given)
    30	-12%	-4%	7%	41	-5%	40*
Cc1ccc(NC(=O)CSCC(=O)O)cc1
    -8	-14%	1%	4%	-4	2%	-4
Cc1ccccc1-c1nc(CS(=O)(=O)CC(=O)NCc2ccc3c(c2)OCO3)c(C)o1
    -9	-11%	11%	?	22	0%	-2
CCc1ccc(OCC(=O)N/N=C/c2cc([N+](=O)[O-])ccc2N2CCCCCC2)cc1
    -9	-31%	7%	?	25	1%	0
CC(C)c1ccc([N+](=O)[O-])cc1S(=O)(=O)N1CCN(C)CC1
    -3	-8%	4%	-13%	20	0%	0
COc1ccccc1CNC(=O)N1CCN(S(=O)(=O)c2ccccc2)CC1
    -3	2%	-10%	-14%	-10	-12%	-1
CCc1cccc(NC(=O)C2CCCN(S(=O)(=O)c3cnc[nH]3)C2)c1 (stereo not given)
    9	-7%	-13%	2%	26	·	-4
COc1ccccc1NC(=O)CCC(=O)Nc1nnc(C2CCCCC2)s1
    -4	1%	-1%	-3%	-32	·	-1
Cc1ccc2[nH]c3c(c2c1)CCNC3=O
    21	-23%	4%	-5%	22	2%	16
O=C1CC(N(C(=O)c2ccco2)c2cccc(Cl)c2)C(=O)N1c1cccc(Cl)c1 (stereo not given)
    -4	-4%	4%	-1%	-16	-4%	1
CCOc1cc(-c2nnc(NC(=O)C3=COCCO3)o2)cc(OCC)c1OCC
    ·	-10%	87%[activator]	?	-3	·	·
CCCNNC(=O)C(O)(c1cccc(C)c1)c1cccc(C)c1
    12	-28%	-1%	-4%	9	2%	-1
COc1ccc(NC(=O)Cc2ccccc2F)cc1S(=O)(=O)N1CCCCC1
    ·	-13%	-9%	-4%	-18	·	·
CC(=O)Oc1ccc(NC(=O)Cc2ccccc2)cc1
    14	-14%	5%	7%	32	-1%	-2
Cc1nn(Cc2ccccc2)c(C)c1C(=O)NCc1ccccc1F
    8	-11%	-1%	0%	?	6%	8
CC1(C)CC(NC(=S)NC2CC2)CC(C)(C)N1
    -9	-17%	-1%	-1%	-8	-14%	1
O=C(NCCCN1CCOCC1)c1ccc(S(=O)(=O)Nc2ccccc2)cc1
    ·	-23%	-9%	-11%	-35	·	·
COc1ccc2c(CC(=O)Nc3ccc(OC)nc3)coc2c1
    -7	-21%[11.4 µM]	-24%	?	-18	-11%	8
O=C(c1cccc(F)c1)N1CCC2(CC1)NCCc1[nH]cnc12
    10	-3%	0%	-2%	-36	·	1
O=C(OCc1nnc(-c2ccccc2)o1)c1ccc([N+](=O)[O-])s1
    ·	-21%	-27%	7%	-20	·	·
O=C(O)c1ccc(N=Cc2c(O)[nH]c(=O)[nH]c2=O)cc1
    14	-2%	17%	1%	-76*	0%	1
CSCCC(NS(=O)(=O)c1ccc(Cl)cc1)C(=O)O (stereo not given)
    -10	-15%	-8%	-7%	-9	11%	-3
CCc1ccccc1OCc1nc2ccc(S(=O)(=O)N3CCOCC3)cc2[nH]1
    -3	-18%	26%	1%	11	-1%	-4
CC1=NN(c2ccc(C)cc2C)C(=O)C1C(c1ccccc1)C1C(=O)N(c2ccc(C)cc2C)N=C1C (stereo not given)
    -13	-7%	78%[activator]	-1%	·	-6%	-2
COC(=O)[C@]1(C)CCC[C@@]2(C)C3CC[C@]4(OC(C)=O)C[C@@]3(CCC21)CC4=O (stereo not given in full)
    ·	101%[activator]	12%	3%	-23	·	·
CN(C)C(=O)Cn1c(SCC(=O)NCc2ccc3c(c2)OCO3)nc2ccccc21
    -8	-25%	8%	2%	1	-2%	-2

# Another view of part of the listing above:
Molecule	Shiga inhibitor	AmpC no deterg	AMA1 RON2 block	AmpC detergent	HCMV antiviral	Giardia FBPA inh	CHX counter
O=C(c1cccc(F)c1)N1CCC2(CC1)NCCc1[nH]cnc12	10	-3%	0%	-2%	-36	·	1
CC1=NN(c2ccc(C)cc2C)C(=O)C1C(c1ccccc1)C1C(=O)N(c2ccc(C)cc2C)N=C1C (stereo not given)	-13	-7%	78%[activator]	-1%	·	-6%	-2

# Next part
# The line under a structure holds: Shiga inhibitor	AmpC no deterg	AMA1 RON2 block	AmpC detergent	HCMV antiviral	Giardia FBPA inh	CHX counter
C=C(C)n1c(=O)n(Cc2ccccc2C)c2ccccc21
    38	25%	-9%	-1%	-14	7%	7
O=C(CN1CCN(c2ccccn2)CC1)NC1CCCC1
    13	2%	?	?	-6	1%	-5
CCOc1ccc(C(=O)Nc2c3c(nn2-c2ccccc2)CS(=O)(=O)C3)cc1
    -5	-33%	8%	-13%	-38	·	-1
COC(=O)c1ccc(C(=O)OC)c(NC(=S)N2CCN(c3ccccc3)CC2)c1
    -6	-12%	0%	-7%	-10	0%	-2
CC(=O)Nc1ccc(S(=O)(=O)N(Cc2ccco2)Cc2cc3ccccc3[nH]c2=O)cc1
    8	28%	0%	6%	-26	·	-9
CCCCN1C(=O)C(CC(=O)NCC)SC1=Nc1ccccc1 (stereo not given)
    -6	19%	-13%	-10%	12	3%	-3
CC(C#N)(NC(=O)CN1CCN(S(=O)(=O)c2cc(C(F)(F)F)ccc2Cl)CC1)C1CC1 (stereo not given)
    ·	116%[activator]	-17%	-17%	-13	·	·
COc1ccc(-c2noc(-c3cccnc3)n2)cc1OC
    52*	1%[2.29 µM]	5%	?	-9	2%	17*
COc1cccc(CNC(=O)C2CCN(S(=O)(=O)c3ccc4c(c3)CC(C)N4C(C)=O)CC2)c1 (stereo not given)
    -6	52%	-6%	-9%	17	2%	-5
CCOc1ccc(S(=O)(=O)N2CCN(C(=O)c3sccc3C)CC2)cc1
    -11	-3%	1%	2%	1	4%	-1
COc1ccc(NC(=O)/C(C#N)=C/c2ccc(-c3ccccc3C(=O)O)o2)cc1
    -9	-12%	-6%	-8%	5	6%	2
COc1ccccc1N1CCN(C(c2ccc(F)cc2)c2nnnn2C(C)C)CC1 (stereo not given)
    -9	107%[activator]	4%	?	-28	0%	-7
Nc1n[nH]c(C(F)(F)F)c1-c1ccccc1
    -6	-2%	-5%	-13%	2	-6%	2
